NR2E3 ag-1: activates human NR2E3 receptor | AID 602229 | 0.35% of 360,000 active | CHO-S Gal4-NCOR/VP16-NR2E3 two-hybrid, luciferase | inhibition of corepressor binding, % at 3.98 µM;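 active = inhibition above the mean of all tested compounds plus 3 SD, cut at about 70% in these data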;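 note: 0% = DMSO with NR2E3 transfected cells and 100% = cells lacking NR2E3 construct; higher means lower luciferase signal from less NR2E3 corepressor binding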
Target sequence (Q9Y5X4 whole entry, looked up, the tested form may be a part): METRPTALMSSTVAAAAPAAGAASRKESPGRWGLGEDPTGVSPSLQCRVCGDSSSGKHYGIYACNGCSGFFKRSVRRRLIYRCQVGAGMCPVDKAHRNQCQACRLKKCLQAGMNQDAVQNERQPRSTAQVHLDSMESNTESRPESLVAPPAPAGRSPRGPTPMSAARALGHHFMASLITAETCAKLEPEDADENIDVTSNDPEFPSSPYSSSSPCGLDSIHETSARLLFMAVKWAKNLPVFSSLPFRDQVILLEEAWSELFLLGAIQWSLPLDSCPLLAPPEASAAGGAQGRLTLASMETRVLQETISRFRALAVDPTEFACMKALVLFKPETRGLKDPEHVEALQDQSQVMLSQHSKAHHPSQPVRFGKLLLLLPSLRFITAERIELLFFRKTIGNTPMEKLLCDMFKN
EBV LMP1 NFkB: reduces LMP1-driven NF-kappaB luciferase signal. LMP1-induced NF-kappaB luciferase reporter cells, luminescence. inhibition, % at 12.5 µM. 0.69% of 350,000 active; in the data active = inhibition above about 41%;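 note: 0% = neutral control wells and 100% = reference inhibitor control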
HIF-2a inh: HIF-2a inhibition. 786-0 RCC cells HIF-2a reporter, luciferase luminescence, overnight. inhibition, % at 18.8 µM. 0.72% of 360,000 active;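 active = inhibition of the luminescence signal of 40% or more relative to plate controls, in a single-dose primary screen at 18.75 µM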
KKLEB cytotox: counter-screen for CF NF-kB inhibitors: cytotoxicity | KKLEB CF airway cells viability, ATPlite luminescence, overnight; hits give low values; cells stimulated with P. aeruginosa culture filtrate | activity change (cytotoxicity), % at 5 µM | 0.36% of 360,000 active | AID 602141;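 active = corrected activity change at or below -50% at 5 µM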
C8 TRAIL sens: caspase-8 TRAIL sensitization. NB7+C8 cells + TRAIL, ATPlite viability luminescence. inhibition (viability loss, TRAIL sensitization), % at 10 µM. 1% of 360,000 active. AID 624354;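 active = compounds causing at least 50% loss of cell viability in the single-dose screen, relative to plate controls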
CF NFkB inh: blocks PAF-induced NF-kB reporter in cystic fibrosis cells | KKLEB NF-kB-GFP reporter, GFP fluorescence overnight | inhibition, % at 5 µM | 0.86% of 360,000 active;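 active = at least 50% inhibition at 5 µM, scaled per plate between neutral and stimulator controls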;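 note: PAF is a Pseudomonas aeruginosa culture filtrate used as stimulus; plate controls were PAF-stimulated DMSO wells for no effect and unstimulated DMSO wells for full effect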
Shn3 3UTR inh: inhibitors of Schnurri-3 3'UTR reporter in osteoblasts. Clone20 osteoblast Shn3 3'UTR firefly luciferase, 24 h. inhibition, % at 12.5 µM. 0.52% of 360,000 active. AID 588674;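 active = mean inhibition of at least 75% with every replicate also reaching 75%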;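 note: 0% = median of neutral control wells and 100% = pilot-screen positive control compound; some compounds past the cut are filed as inactive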
Peg3 prom inh: inhibitors of Peg3 promoter; inhibition, % at 20 µM; HeLa PEG-Prom luciferase reporter, luminescence, overnight; 1.7% of 360,000 active; AID 588405;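 active = inhibition of at least 50% at 20 µM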
NR2E3 ag-2: activates human photoreceptor nuclear receptor NR2E3 | 0.12% of 320,000 active | AID 2300 | Q9Y5X4 | inhibition of corepressor binding, % at 4.78 µM | GST-NR2E3/biotin-RetCOR TR-FRET, 1536-well;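 active = percent inhibition above the cutoff of mean plus 3 SD of all tested compounds, set per screening campaign, cut at about 20% in these data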;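 note: 0% = DMSO wells and 100% = biotin wells as full block of FRET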
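Material – GST-tagged NR2E3 plus biotinylated RetCOR corepressor · Quantity – NR2E3 fusion 1.35 nM · Times – 5 h incubation at 4 °C · Medium – pH 7.5 Tris-based buffer · Technique – TR-FRET, Eu(K)-anti-GST donor, streptavidin-D2 acceptor, ex 340, em 617/671 nm · Benchmarks – high control biotin, low control 0.6% DMSO · Format – 1536-well plates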
iPSC survival up: increases survival of single human iPS cells. hiPSC single-cell survival, ATPlite luminescence; 100% = ROCK inhibitor wells, 0% = DMSO. 0.044% of 360,000 active. survival enhancement, % at 20 µM; in the data active = survival enhancement above about 18%;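 note: cells exposed to compounds for 16 hours before the ATP read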
TRPM1 prom inh: reduces MITF-dependent TRPM1 promoter luciferase signal; AID 488899; SK-MEL-5 TRPM1 promoter luciferase, 24 h; 0.83% of 330,000 active; inhibition, % at 12.5 µM;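 active = mean inhibition across replicates of 60% or more, whatever share of single replicates reaches that level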; note: values of inactives mirror those of a sister screen read the other way
* hit, by the source's call; · = not tested or not shown. An excerpt (hit frequency here may not be typical).

SMILES	NR2E3 ag-1	EBV LMP1 NFkB	HIF-2a inh	KKLEB cytotox	C8 TRAIL sens	CF NFkB inh	Shn3 3UTR inh	Peg3 prom inh	NR2E3 ag-2	iPSC survival up	TRPM1 prom inh
CCN(CC(=O)Nc1ccc(NC(C)=O)cc1)C(=O)c1ccc2c(c1)OCCO2	-13	-4	1	-7	4	-12	-2	-2	8	-0.5	-1
Cc1cc(C)c(C#N)c(N2CCCC2)n1	12	-2	5	-9	-8	2	8	-1	0	4.7	-9
O=S(=O)(Cc1ccccc1)N1CCNCC1	12	-1	-16	2	-24	9	-9	0	1	-0.2	-3
CCOc1ccc(C(C(=O)NCC2CCCO2)N(Cc2cccc(OC)c2)C(=O)c2snc(C(N)=O)c2N)cc1 (centres undefined)	-15	5	4	-1	-11	-12	-6	2	0	1.7	3
CCN(CC)CCCCCC(=O)Nc1ccccc1C(=O)Nc1ccccc1	0	5	15	0	3	-8	-12	0	-2	-0.7	16
FC(F)(F)c1cc(-c2cccs2)nc2cc(-c3cccs3)nn12	-25	-16	-8	4	14	-2	1	12	3	0.0	3
O=C(NNC(=S)Nc1ccc(F)c(Cl)c1)C1CC1	-11	4	8	17	-15	6	-8	4	0	-0.1	-6
CC(=O)Nc1cccc(NC(=O)CSc2nc3c(c(=O)n(C)c(=O)n3C)n2C)c1	-7	-3	11	1	5	-7	-8	-7	1	-0.5	-3
CN(CC(=O)Nc1c(Cl)cccc1Cl)C(=O)C1CCN(C(=O)Nc2ccccc2)CC1	11	4	6	7	1	6	-18	15	-2	-0.3	9
CC(C)(C)c1nnc2sc(SCC(=O)c3cccs3)nn2c1=O	-15	0	-30	3	1	-6	-20	-31	-1	-1.1	13
O=C1CCCN1c1nccs1	13	-6	0	10	3	3	6	9	5	-1.0	-2
Cc1cc(C(=O)NCc2cccs2)n(-c2ccccc2)n1	-12	3	1	4	8	-9	-11	1	3	-1.5	-2
CC1(C)Cc2nc3oc4c(SCC(N)=O)ncnc4c3cc2CO1	7	·	-53	-7	-8	2	-15	-40	1	-0.5	·
Cc1c(Cl)cccc1N(CC(=O)O)S(C)(=O)=O	-14	3	11	9	-2	-6	1	1	-2	0.3	3
CN(C)CCCNCCCNC(=O)/C(=N\O)c1ccccc1	17	2	15	2	7	-7	9	9	2	-0.1	4
COc1cc(OC)cc(C(=O)Nn2cc(C(=O)N3CCN(C)CC3)c3ccccc3c2=O)c1	-8	-5	9	-6	0	7	-11	0	-3	1.7	-11
O=C(C[C@@H]1C/C=C\CC[C@H](Cc2ccc(F)cc2)C(=O)OC[C@@H](Cc2ccccc2)NC1=O)NCCO	-22	3	15	18	-6	-20	-3	-13	·	0.2	-4
COc1ccc(CN2C(=O)C(CC(=O)NCCN3CCOCC3)CC(C(=O)N(C)C)=C2C)cc1 (centres undefined)	-10	-8	11	-2	2	11	-3	-10	·	-1.6	·
O=C(Nc1ccccc1C(=O)N1CCCC1)C1COc2ccccc2O1 (centres undefined)	-12	7	12	7	-8	4	10	9	2	-0.3	4
CCC(CC)C(=O)N1c2ccc(F)cc2CCC1C (centres undefined)	-13	-2	4	7	-4	-9	-3	-3	-2	-1.7	8
CN1C=CC(C(C(N)=O)c2ccccc2)c2ccccc21 (centres undefined)	2	6	23	-1	-13	-5	-17	9	·	5.9	·
O=C(Nc1nc2ccccc2s1)c1cc(-c2ccco2)nc2ccccc12	-32	5	-45	7	5	3	-2	-30	1	-1.1	-14
Cc1cc(-c2nnc(SCC(=O)Nc3ccc(C)c(C)c3)n2N)n[nH]1	-29	6	-21	-1	5	16	-14	-11	0	0.0	-11
COc1ccc(OCCCC(=O)NC(C)c2ccccc2)cc1 (centres undefined)	-30	8	11	2	3	12	2	16	0	3.4	-4
Cc1nc2nc(C)c(CCC(=O)N3CCN(c4ccccn4)CC3)c(C)n2n1	-12	4	11	8	2	-8	-1	4	3	0.8	5
COc1ccc(C2=NOC(C(=O)N3CCN(c4ccccc4OC)CC3)C2)cc1 (centres undefined)	7	9	7	0	1	-20	3	20	-3	-0.6	9
COc1ccc(-c2cnnc(N/N=C/c3c(C)nn(-c4ccccc4)c3Cl)n2)cc1	8	11	3	-29	6	21	19	23	2	-0.3	50
Cc1ccc(S(=O)(=O)N2CCC(C(=O)OCC(=O)N3CC(=O)Nc4ccccc43)CC2)cc1	-6	0	-1	5	5	-3	-15	7	0	3.1	6
O=C(C[C@@H]1C/C=C\CC[C@@H](Cc2ccc(F)cc2)C(=O)OC[C@@H](Cc2ccccc2)NC1=O)NCCO	-15	-1	4	4	-12	0	5	6	·	1.8	6
O=C(/C=C/c1c[nH]c2ccccc12)c1cccc2ccccc12	-48	-41	-174	-21	-12	10	-26	-42	2	0.8	-2
CCC(C)(C)NC(=O)CN(Cc1cccs1)C(=O)C(=O)Nc1ccc2c(c1)OCCO2	-16	-17	-7	6	-7	5	2	4	2	-1.3	3
C=CCNCCOc1c(C)cc(C)cc1Cl	-3	-5	19	-5	-3	12	-10	17	-2	0.5	20
CC(OC(=O)c1ccc(-c2ccc(O)cc2)cc1)C(=O)NC1CCCCC1C (centres undefined)	25	-8	-6	-7	6	15	21	-15	-1	-0.4	-9
CCN(C(=O)CN1CCN(Cc2ccccc2)CC1)c1c(N)n(Cc2ccccc2)c(=O)[nH]c1=O	10	-1	10	5	0	14	-28	12	2	0.6	-3
Cc1ccc(N2C(=O)CC(C3CCCO3)C2=O)cc1 (centres undefined)	-6	5	14	2	10	11	19	2	3	-0.6	1
O=C(CSc1nnnn1C1CCCC1)NCc1cccs1	23	-2	15	3	-3	0	3	3	2	-0.4	2
COc1ccc(C/C(C)=N/NC(=S)Nc2ccc(Cl)cc2)cc1	-15	-5	-37	8	-6	-38	-17	-1	-6	-0.3	-2
Cc1ccc(S(=O)(=O)Nc2cccc(C(=O)N3CCOCC3)c2)cc1	-20	4	1	4	16	-7	7	-3	-1	-0.7	-2
CC(=O)Nc1ccc(S(=O)(=O)N2CCC(C(=O)N[C@@H](Cc3ccccc3)C(=O)O)CC2)cc1	-34	5	5	8	-8	-2	4	-3	-3	0.3	0
Cc1ccc(NC(=O)CN(C)S(=O)(=O)c2ccc3c(c2)n(C)c(=O)c(=O)n3C)c(C)c1	-8	0	5	5	2	-12	-6	3	1	0.1	2
Cc1noc(C)c1S(=O)(=O)N1CCN(S(=O)(=O)c2ccccc2C#N)CC1	-24	2	15	4	11	-14	-3	14	1	-0.7	0
COc1ccc([N+](=O)[O-])cc1NC(=O)C(C)N1CCCC1 (centres undefined)	-10	-9	0	-11	5	6	-19	1	-3	-0.5	5
CCN(CC(=O)NC1CCCC1)S(=O)(=O)c1ccc(Br)cc1	-26	2	13	-13	-3	-1	-3	9	1	0.3	-1
CCCCCc1nnc(NC(=O)c2ccc(N3CCCC3=O)cc2)s1	-8	-5	-19	15	10	8	-5	-26	2	1.5	1
c1ccc(-c2nnsc2-c2nc3ccccc3[nH]2)cc1	-18	-2	-10	2	-8	-4	3	3	·	0.6	-1

Shown with values under each structure: part of the list above
Each structure is followed by: NR2E3 ag-1, EBV LMP1 NFkB, HIF-2a inh, KKLEB cytotox, C8 TRAIL sens, CF NFkB inh, Shn3 3UTR inh, Peg3 prom inh, NR2E3 ag-2, iPSC survival up, TRPM1 prom inh
> O=C(NNC(=S)Nc1ccc(F)c(Cl)c1)C1CC1
→ -11, 4, 8, 17, -15, 6, -8, 4, 0, -0.1, -6
> Cc1c(Cl)cccc1N(CC(=O)O)S(C)(=O)=O
→ -14, 3, 11, 9, -2, -6, 1, 1, -2, 0.3, 3
> FC(F)(F)c1cc(-c2cccs2)nc2cc(-c3cccs3)nn12
→ -25, -16, -8, 4, 14, -2, 1, 12, 3, 0.0, 3

The results go on:
SMILES	NR2E3 ag-1	EBV LMP1 NFkB	HIF-2a inh	KKLEB cytotox	C8 TRAIL sens	CF NFkB inh	Shn3 3UTR inh	Peg3 prom inh	NR2E3 ag-2	iPSC survival up	TRPM1 prom inh
O=C(CN(c1ccc(Br)cc1)S(=O)(=O)c1ccc(Cl)c([N+](=O)[O-])c1)NCCc1ccccc1	-26	-6	20	-8	0	-27	27	65*	4	0.4	48
Cc1c(N2C(=O)C3C4C=CC(C5CC45)C3C2=O)c(=O)n(-c2ccccc2)n1C (centres undefined)	-16	6	9	2	-17	-1	-14	14	2	-0.2	-7
O=[N+]([O-])c1ccc(SCc2ccco2)cc1N1CCOCC1	-20	-13	-81	-12	0	8	-9	-34	4	-0.6	-44
Cc1cc(C)cc(C(=O)NC(CC(N)=O)c2ccc(N3CCCCCC3)c([N+](=O)[O-])c2)c1 (centres undefined)	16	5	3	-14	-34	8	22	-11	1	-3.2	-6
CCCc1cc(C(=O)NNC(=S)NCc2ccccc2)cs1	-11	-10	-60	-16	-20	-6	-3	-31	1	1.1	3
CCOc1ccc(S(=O)(=O)N2CCC(C(=O)NCCN3CCOCC3)CC2)cc1C	-3	1	10	2	3	8	-3	-2	5	0.3	21
CC1CCC(NC(=O)c2nc(Cn3ccc([N+](=O)[O-])n3)no2)CC1 (centres undefined)	-19	11	9	-2	4	-9	-10	3	3	0.4	13
CC1CCCN(CCOc2ccc3ccccc3c2Br)C1 (centres undefined)	-39	-32	-160	-10	10	14	-42	-136	2	-0.4	-94
Cc1ccccc1N=C1SC(CC(=O)Nc2ccc3ccccc3c2)C(=O)N1Cc1ccccn1 (centres undefined)	3	-17	-30	4	10	0	26	42	2	0.4	7
Cc1ccc(C(=O)c2cc([N+](=O)[O-])ccc2N2CCCCC2)cc1C	1	29	31	-26	-19	33	27	31	1	-0.3	19
Cc1ccc(S(=O)(=O)N2CCCCC2)cc1NC(=O)CCOc1ccccc1	-26	3	13	7	-5	-14	-18	23	2	3.0	2
O=C(NCC(c1ccc(F)cc1)N1CCOCC1)c1ccc([N+](=O)[O-])o1 (centres undefined)	22	-13	9	-1	28	64*	-2	18	·	-1.9	42
Cc1cccc(C)c1C(OCCN(C)C)C1CCCCC1 (centres undefined)	2	-6	15	1	-6	19	0	-11	-3	-4.2	-10
Cc1ccc(S(=O)(=O)C2C(=O)N(C)C3(C)CC2c2ccccc2O3)cc1 (centres undefined)	-25	-2	8	-1	-6	8	3	1	1	0.9	-2
CCCOC1CCCN(C(=O)CCc2nnc(CCCCc3ccccc3)o2)C1 (centres undefined)	-45	1	-121	9	-2	-8	-2	-52	1	-0.1	·
CCCC(=O)Nc1ccc2c(c1)C(=O)NC2=O	-30	10	5	19	-8	-10	-18	7	1	1.8	5
Cc1ccc(S(=O)(=O)Nc2ccccc2C(=O)OC(C)C(=O)Nc2ccc3ccccc3c2)cc1[N+](=O)[O-] (centres undefined)	-14	5	18	11	-8	6	6	38	1	-0.3	-11
COc1cc(/C=N/NC(=O)c2cc(C3CC3)[nH]n2)ccc1O	6	-4	11	10	-12	-5	·	5	-6	1.4	-19

Compound activity: PubChem, several laboratories
